CCR6 antagonist = antagonists of human CCR6 receptor; 340,000 tested, 0.49% active; AID 493098; CHO-K1 CCR6 PathHunter beta-arrestin, luminescence, CCL20-stimulated; P51684; inhibition, % at 20 µM;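 active means compounds whose inhibition of the agonist-driven luminescence signal at 20 µM reaches about 50%, limit read from the data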;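 further: cells stimulated with CCL20 at 14 nM final; plate controls were DMSO with CCL20 for no effect and DMSO without agonist for full effect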
CXCR6 block = blocks human CXCR6 beta-arrestin recruitment; 360,000 tested, 0.36% active; O00574; inhibition, % at 20 µM; CHO-K1 PathHunter CXCR6 beta-arrestin, luminescence; in the data active means inhibition above about 34%, passing the limit was not always enough;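 further: antagonist mode with CXCL16 agonist at 10 nM final; 0% = 10 nM CXCL16 with DMSO and 100% = unstimulated wells without agonist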
Target sequence (O00574 whole entry, looked up): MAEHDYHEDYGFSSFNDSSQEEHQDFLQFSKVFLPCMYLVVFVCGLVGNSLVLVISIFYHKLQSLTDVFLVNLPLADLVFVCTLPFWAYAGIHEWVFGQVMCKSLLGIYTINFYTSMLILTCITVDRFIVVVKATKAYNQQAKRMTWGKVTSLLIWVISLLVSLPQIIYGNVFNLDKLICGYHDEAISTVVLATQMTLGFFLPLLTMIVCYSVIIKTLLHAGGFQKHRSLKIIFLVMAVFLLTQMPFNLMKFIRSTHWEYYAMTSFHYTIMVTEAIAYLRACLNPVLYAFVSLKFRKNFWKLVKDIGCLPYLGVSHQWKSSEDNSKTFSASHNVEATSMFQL
EBI2 antag = antagonists of human EBI2 receptor; P32249; EBI2 beta-arrestin recruitment, luminescence, 7a,25-OHC stimulated; inhibition, % at 5 µM; 360,000 tested, 0.81% active; in the data active means inhibition above about 38%;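 further: enzyme fragment complementation signal reports receptor beta-arrestin coupling in cells; 0% = agonist plus DMSO wells and 100% = wells without agonist; some results beyond the cut were filed as inactive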
Target sequence (P32249 whole entry, looked up, the tested form may be a part): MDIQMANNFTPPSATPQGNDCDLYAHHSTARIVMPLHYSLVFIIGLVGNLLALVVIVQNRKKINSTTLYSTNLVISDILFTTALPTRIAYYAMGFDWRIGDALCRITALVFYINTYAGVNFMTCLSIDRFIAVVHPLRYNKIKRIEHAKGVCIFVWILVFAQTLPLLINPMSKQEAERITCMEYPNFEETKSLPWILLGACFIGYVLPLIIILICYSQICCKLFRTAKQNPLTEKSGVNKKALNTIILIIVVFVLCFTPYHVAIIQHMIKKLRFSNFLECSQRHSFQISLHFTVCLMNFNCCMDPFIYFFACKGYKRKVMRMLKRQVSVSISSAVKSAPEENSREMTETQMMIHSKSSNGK
697 NFkB inh = lowers PMA/ionomycin-induced NF-kB signal in 697 B cells; 697 B-cell NF-kB luciferase reporter, 16 h; AID 435022; inhibition, % at 4 µM; 330,000 tested, 0.33% active; in the data active means inhibition above about 35%
Jurkat NFkB inh = inhibitors of the PMA/ionomycin-induced NF-kB reporter in Jurkat cells. 330,000 tested, 0.53% active. inhibition, % at 4 µM. PMA/ionomycin-induced NF-kB luciferase reporter, luminescence; in the data active means inhibition above about 50%
UBC13 polyUb = inhibitors of human UBC13 polyubiquitin chain formation. TR-FRET. inhibition, % at 20 µM. 330,000 tested, 0.47% active. AID 485273; in the data active means inhibition above about 45%, passing the limit was not always enough
Target sequence (P61088 whole entry, looked up): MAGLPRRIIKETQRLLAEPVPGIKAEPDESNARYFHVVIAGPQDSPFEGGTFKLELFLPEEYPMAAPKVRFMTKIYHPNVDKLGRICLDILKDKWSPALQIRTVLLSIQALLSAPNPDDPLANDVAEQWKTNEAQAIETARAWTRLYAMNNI
Gli-Sufu block = blocks Gli-Sufu signaling in a luciferase reporter | 340,000 tested, 0.74% active | AID 588413 | Sufu-KO-LIGHT fibroblasts, Gli luciferase reporter luminescence | inhibition, % at 5 µM;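 active means inhibition above about 55%, limit read from the data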;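 further: 0% = DMSO-treated cells and 100% = wells with medium but no cells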
APJ antag = blocks the human apelin receptor APJ; AID 2521; inhibition, % at 20 µM; 330,000 tested, 0.32% active; CHO-K1 APJ beta-arrestin complementation, luminescence;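 active means inhibition above about 40% at 20 µM, limit read from the data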;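 further: cells challenged with 10 nM apelin-13 agonist together with compound; plate controls were apelin-13 plus DMSO wells for no effect and DMSO wells lacking apelin-13 for full effect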
Starred values were filed as active, the others as inactive; x = not tested or not shown. Rows were taken by chance; any-hit rate near 3%.

SMILES | CCR6 antagonist | CXCR6 block | EBI2 antag | 697 NFkB inh | Jurkat NFkB inh | UBC13 polyUb | Gli-Sufu block | APJ antag
C#CCOCCOCCOCCNc1nc(N2CCN(C(=O)C([C@@H](C)CC)n3cc(C(N)CC(C)C)nn3)CC2)nc(N2CCN(C(=O)[C@H](CCC(=O)O)n3cc(C(N)[C@H](C)CC)nn3)CC2)n1 (stereo partly specified) | 3 | -2 | 4 | 13 | 9 | 0 | 10 | 26
CC(=O)Nc1ccccc1NC(=O)C/C(C)=N/NC(=O)C(=O)N1CCCCC1 | -14 | 0 | -19 | 0 | 7 | 0 | -2 | -5
CC(/C=N/n1c(-c2cccnc2)n[nH]c1=S)=C\c1ccco1 | 13 | 9 | 0 | 14 | -1 | -6 | 23 | 10
O=C(Cn1cc(S(=O)(=O)Cc2ccccc2F)c2ccccc21)N1CCOCC1 | 2 | -8 | 9 | 0 | -8 | -2 | -13 | 7
CCN(CC)CCCn1c2c(c(SCC(=O)Nc3ccccc3Cl)nc1=O)CCC2 | 0 | 12 | 0 | -11 | -1 | 0 | 20 | -25
Nc1nc(NCC2CCCO2)nc(Nc2cccc(Cl)c2)c1[N+](=O)[O-] (stereo unspecified) | 3 | -7 | -9 | 4 | 0 | 0 | 4 | 7
O=C(CCS(=O)(=O)c1ccc(Br)cc1)NCCc1ccc(Cl)cc1 | 7 | 6 | 20 | 19 | -4 | 1 | -1 | -16
CCOC(=O)N1CCN(CC(O)COc2ccccc2C(C)(C)C)CC1 (stereo unspecified) | 6 | -3 | -4 | 8 | 5 | 16 | 32 | -8
CCC(=O)Nc1ccc(C(=O)NNC(=O)c2ccc(Cl)cc2)cc1 | 2 | -7 | -4 | 6 | -20 | -12 | -10 | 14
CCc1ccc(NS(=O)(=O)c2c(C)noc2C)cc1 | -9 | -1 | 3 | -17 | 12 | -1 | 5 | 5
Cc1cccc(-c2noc(CNC(=O)COc3ccccc3C)n2)c1 | 12 | -1 | -1 | -6 | 14 | 3 | -21 | 6
Cc1ccc(S(=O)(=O)NC2CCSC2=O)cc1C (stereo unspecified) | -4 | 3 | -8 | -6 | -6 | 9 | -5 | -5
Cc1cccc(N2Cc3ccc(Br)cc3C2)c1 | 2 | 1 | -1 | -61 | -42 | -5 | -45 | -4
CCc1c(C(=O)N/N=C/c2cn[nH]c2-c2ccc(F)cc2)csc1C | 9 | -8 | -3 | 1 | -17 | -7 | 18 | -13
NC(=O)c1nsc(C(=O)N(Cc2ccco2)C(C(=O)NCC2CCCO2)c2ccc(O)cc2)c1N (stereo unspecified) | 16 | -2 | -16 | 4 | 2 | 9 | -13 | 19
COc1ccccc1CCNC(=O)c1cccc(S(=O)(=O)NCc2ccccc2)c1 | 23 | -3 | 12 | 20 | 7 | 5 | 5 | -5
CC(c1ccncn1)N(C)Cc1nc(Cc2ccccc2F)no1 (stereo unspecified) | -2 | 8 | -10 | -4 | -19 | -14 | -28 | -10
COc1ccccc1NC(=O)C1C2C=CC(O2)C1C(=O)O (stereo unspecified) | x | x | x | 17 | -2 | 9 | x | 12
OC1CSc2nc3ccccc3n2C1 (stereo unspecified) | 4 | -4 | -11 | 3 | 5 | -1 | -1 | 12
CC(=O)Nc1ccc2c(c1)n(C)c(=O)n2C | 9 | -4 | -17 | 7 | -5 | -4 | 2 | 2
O=C1C=C(c2ccc3c(c2)oc2ccccc23)C[C@@H](c2ccc3c(c2)OCO3)C1 | 17 | 2 | 71* | 18 | 5 | -8 | 0 | 7
COc1ccc(-c2nc3oc4cc(OC)ccc4c(=O)c3c(=O)n2Cc2ccco2)cc1 | 2 | 14 | 14 | 22 | -9 | 4 | 12 | 10
Nc1ccc(C(=O)OCC(=O)NC2CC2)cc1[N+](=O)[O-] | 11 | -8 | 4 | 20 | 3 | -5 | -1 | 16
CC(=O)c1ccc(NC(=O)CSc2cn[nH]n2)cc1 | 6 | -2 | -5 | 5 | -3 | 2 | -16 | 9
c1ccc(N2CCN(c3nc4cc5c(cc4s3)OCO5)CC2)cc1 | 17 | -8 | 3 | -204 | -52 | -3 | -94 | 8
CCCCn1c(C)nc2cc(S(=O)(=O)N3CCOCC3)ccc21 | 1 | 4 | -3 | 15 | 0 | 8 | 6 | 3
c1ccc(Oc2cccc(Oc3ccccc3)n2)cc1 | 21 | 6 | 0 | -28 | -10 | -6 | 0 | 0
C/C=C/C(O)c1ccc2ccccc2c1 (stereo unspecified) | x | x | x | 19 | -19 | -4 | x | 2
C=CCNC(=S)NCC1COc2ccccc2O1 (stereo unspecified) | 11 | -6 | -17 | -35 | 0 | -8 | 10 | -17
C=CCn1c(SCC(=O)N2CCOCC2)nc2ccccc2c1=O | 21 | 1 | 12 | 22 | -7 | 4 | 30 | 5
CCN1CCc2nc(NC(=O)c3cc(F)c(F)cc3Cl)sc2C1 | 2 | -5 | 3 | -10 | -14 | 4 | -1 | -11
CCOc1ccc(-c2c[n+](=O)c3c(n2[O-])CCCC3)c(OCC)c1 | 3 | 2 | 3 | 12 | -3 | -5 | 4 | 28
CCCCCN=Cc1c(C)[nH]n(-c2nc3ccccc3s2)c1=O | -3 | -6 | -20 | -59 | 8 | -13 | -9 | 9
CC(C(=O)Nc1ccc(S(=O)(=O)N2CCOCC2)cc1)N(c1ccccc1)S(C)(=O)=O (stereo unspecified) | 0 | -21 | -7 | 16 | 1 | -6 | 5 | -10
O=C(OCC(=O)N1CCC(Cc2ccccc2)CC1)c1ccc(CO)cc1 | 11 | -2 | -12 | -2 | -1 | 3 | 2 | 17
CCOc1ccccc1N1CC(C(=O)Nc2nccs2)CC1=O (stereo unspecified) | -6 | -8 | -2 | 7 | -10 | 0 | -4 | 6
O=C(CSc1nnc(-c2ccccn2)n1Cc1ccco1)c1ccc(-c2ccccc2)cc1 | 5 | 3 | 10 | -3 | 8 | -13 | 5 | 2
CC1=C(C(=O)OCc2ccccc2)C(c2ccc(Cl)cc2Cl)NC(=O)N1CCCCCC(=O)O (stereo unspecified) | 6 | x | x | 11 | -7 | -31 | 2 | 15
O=C(Nc1cc(F)ccc1F)C1CCCN1S(=O)(=O)c1cccc2nsnc12 (stereo unspecified) | 9 | 0 | 4 | 0 | 9 | 9 | -5 | 10
O=C(NCC(c1cccnc1)N1CCN(c2ccccc2F)CC1)c1ccco1 (stereo unspecified) | 6 | 0 | 2 | -14 | 12 | 0 | -3 | 7
Cc1ccc(S(=O)(=O)/N=C(\N)Nc2nc(C)c3ccc(C)cc3n2)cc1 | 14 | 4 | 5 | -5 | -9 | 8 | -2 | 11
CC(C)c1cc(CNC(=O)C2CCC(=O)N(CCc3ccc(Cl)cc3)C2)on1 (stereo unspecified) | 17 | 8 | 14 | -4 | -1 | 2 | 6 | 13
CCCC(=O)C1=C(O)C(C(=O)OC)C(C)(C)CC1=Nc1ccc(C)cc1 (stereo unspecified) | 16 | 2 | -10 | 15 | 17 | 0 | 8 | -12
Cc1noc(C)c1S(=O)(=O)N(C)C[C@H]1Oc2c(cccc2N(C)C)C(=O)N([C@H](C)CO)C[C@@H]1C | 5 | -1 | 1 | -7 | -1 | 6 | 6 | 12
COc1ccc(/C=N/N=C(\N)c2nonc2N)cc1OC | 3 | -8 | 6 | -47 | -52 | 13 | -54 | -7
Cc1c(C(=O)NNC(=O)c2ccncc2)oc2ccccc12 | 11 | 1 | -1 | -14 | -31 | -2 | 2 | 2
N#CCCn1cc(/C=C/C(=O)O)c(-c2ccc(F)cc2)n1 | -7 | -17 | -10 | -6 | -6 | -6 | 3 | -8
CCOC(=O)N1CCN(c2nc(-c3ccc(Cl)cc3)cs2)CC1 | 1 | 2 | 17 | -26 | -11 | 1 | -10 | -1
COc1ccc(C(C)=O)cc1CN1C(=O)NC2(CCCCC2C)C1=O (stereo unspecified) | 6 | -4 | 2 | 7 | 6 | -1 | -1 | 12
O=C(/C=C/c1ccccc1)NC1CC2CCCC(C1)N2Cc1ccccc1 (stereo unspecified) | x | x | x | -2 | -3 | -3 | x | 11
Next compounds:
SMILES | CCR6 antagonist | CXCR6 block | EBI2 antag | 697 NFkB inh | Jurkat NFkB inh | UBC13 polyUb | Gli-Sufu block | APJ antag
O=C(c1cccc(Br)c1)c1conc1C(=O)c1ccco1 | 22 | -2 | -11 | 5 | -11 | 3 | -1 | 18
CCN(CC)CCCN1C(=O)C(O)=C(C(=O)c2cc3cccc(OC)c3o2)C1c1ccncc1 (stereo unspecified) | 7 | 4 | 2 | 10 | 11 | -3 | 2 | 15
CCCN(CCC)CCCNC(=O)c1cc2c(=O)n(C)c3ccccc3c2n1C | 11 | -2 | -11 | -20 | -64 | 32 | 16 | 5
c1coc(CN(Cc2ccco2)c2ncnc3c2oc2ccccc23)c1 | 13 | 2 | 21 | -34 | 19 | 4 | 24 | 2
COc1ccc(C(=O)NCc2cccnc2)cc1C(=O)NCc1cccnc1 | 9 | 6 | -4 | 5 | 8 | 11 | 17 | 3
O=C(CCC(=O)OCC(F)(F)C(F)F)NCc1ccccc1 | -18 | -4 | -12 | 16 | 4 | -2 | -6 | 17
CCCc1n(CC(O)COC2CCCCC2)c2ccccc2[n+]1C (stereo unspecified) | -4 | 1 | -1 | 10 | 1 | 19 | 18 | 9
COc1ccc(NC(=O)CSc2nnc(-c3ccco3)n2C)cc1 | 2 | 5 | -3 | 16 | -5 | -2 | 9 | 11
Cc1n[nH]c(C)c1CCC(=O)N/N=C/C=C/c1ccccc1 | 3 | -12 | -1 | 13 | 8 | -8 | -13 | 6
COc1ccc(CCNC(=O)CSc2ccc(-c3ccccc3)nn2)cc1 | x | x | x | 1 | 14 | 1 | x | 5

Two entries from above, set out differently:
Cc1n[nH]c(C)c1CCC(=O)N/N=C/C=C/c1ccccc1
  CCR6 antagonist: 3
  CXCR6 block: -12
  EBI2 antag: -1
  697 NFkB inh: 13
  Jurkat NFkB inh: 8
  UBC13 polyUb: -8
  Gli-Sufu block: -13
  APJ antag: 6

COc1ccc(CCNC(=O)CSc2ccc(-c3ccccc3)nn2)cc1
  CCR6 antagonist: x
  CXCR6 block: x
  EBI2 antag: x
  697 NFkB inh: 1
  Jurkat NFkB inh: 14
  UBC13 polyUb: 1
  Gli-Sufu block: x
  APJ antag: 5

Following part
SMILES | CCR6 antagonist | CXCR6 block | EBI2 antag | 697 NFkB inh | Jurkat NFkB inh | UBC13 polyUb | Gli-Sufu block | APJ antag
COc1ccc(Cl)cc1N1C(=O)C2CCCN2C1c1ccc(F)c(F)c1 (stereo unspecified) | 2 | 7 | 11 | -5 | -4 | 4 | 0 | 10
COc1ccc(NC(=O)Nc2ccc(C(=O)N3CCOCC3)cc2)cc1OC | 10 | 3 | -6 | -13 | -5 | -6 | -13 | 6
Cc1ccc(C(=O)OC(C)CN2CCN(C)CC2)cc1 (stereo unspecified) | 7 | 2 | -10 | -7 | -7 | -4 | -26 | 8
CNC(=O)c1nnc(Cc2ccc(F)cc2)o1 | 22 | -2 | -1 | -14 | -8 | 5 | 3 | 7
COc1ccc(C(C)C)cc1S(=O)(=O)NCCCn1ccnc1 | 17 | -1 | 6 | 13 | 7 | 0 | -13 | 13
CC(C)(C)c1ccc(S(=O)(=O)NC(Cc2ccccc2)C(=O)O)cc1 (stereo unspecified) | -1 | 1 | -1 | 8 | -15 | 9 | 3 | -3
COc1ccc(S(=O)(=O)N2CC(C)N(C(=O)N(C)C)C2C)cc1 (stereo unspecified) | 10 | -5 | 14 | 6 | 13 | 4 | 23 | 10
CCO/N=C(/C)c1c(O)c(C)c(-c2ccccc2)n(-c2ccccc2)c1=O | 3 | 2 | -13 | 9 | -5 | -1 | -1 | -12
Cc1noc(N)c1C1(O)C(=O)N(C(C)C)c2ccccc21 (stereo unspecified) | 5 | -2 | -12 | 7 | -7 | -1 | -14 | -26
O=C(NC1CC1)C1=C[C@H](C2CCCCC2)C[C@H](OCCCCO)O1 | -3 | 5 | -13 | -12 | -2 | 0 | -3 | -7
Cc1cccc(NC(=O)CS(=O)CC(=O)Nc2cnc3ccccc3c2)c1C (stereo unspecified) | -4 | 2 | 11 | 1 | 4 | 3 | -13 | 13
CCOc1ccc(-c2c(C(=O)N/N=C(\C)c3ccncc3)nnn2-c2nonc2N)cc1 | 13 | -9 | 7 | -4 | -5 | -4 | 2 | 3
CCS(=O)(=O)Nc1cccc(-c2nc3cccnc3s2)c1 | -2 | -11 | -1 | -44 | -24 | -3 | -33 | -24
COC(=O)C(C)Sc1n[nH]c(=S)s1 (stereo unspecified) | 48 | 9 | -6 | -3 | -20 | -13 | -3 | 9

Screening data as filed in PubChem.
